Screening data: PubChem BioAssay, Sanford-Burnham Center for Chemical Genomics
MKP-3 inhibition = inhibition of rat DUSP6 enzyme activity – biochemical, in vitro, primary screen (AID 425); 110,000 tested, 0.17% active; inhibition, % at 20 µM, or IC50 in µM where a hit was titrated; recombinant MKP-3 phosphatase activity, fluorescence; higher % means a stronger effect; in the data active = inhibition above about 50%;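 also: plate controls were vehicle for no effect and reference inhibitor for full effect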
Hsp70 inhibitors = small molecules displacing fluorescent ligand from Hsp70 – biochemical, fluorescence polarization, primary screen (AID 583). Hsp70 fluorescence polarization probe displacement, mP; higher % means a stronger effect. displacement, % at 20 µM, or IC50 in µM where a hit was titrated. 140,000 tested, 0.06% active; in the data active = displacement above about 50%;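 also: plate controls were vehicle for no effect and reference ligand for full effect; a part of the inactive calls stands beside numbers as strong as those of hits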
* hit, by the source's call; x = no result given. Some of the compounds tested; rates above refer to the full screens.

No.	Molecule	MKP-3 inhibition	Hsp70 inhibitors
1	COC(=O)c1ccccc1NC(=O)CN(c1ccc(C)cc1)S(=O)(=O)c1ccc(SC)cc1	2%	-0.4%
2	COc1ccc(Cc2nnc(SCc3c(C)noc3C)n2C2CCCCC2)cc1OC	-7%	-3.3%
3	Cc1cc(C)n(C2=NNC(n3nc(C)cc3C)=NN2)n1	3%	-1.0%
4	CCOC(=O)CNC(=O)CSc1nc2sc(C)c(C)c2c(=O)n1C	-1%	0.7%
5	Cc1cc(C)c2nc(SCC(=O)Nc3ccc(S(=O)(=O)N4CCCC4)cc3)c(C)cc2c1	x	-4.2%
6	CC(=O)NCCN1C(=O)C2C3c4ccccc4C(c4ccccc43)C2C1=O (stereo not given)	x	0.7%
7	CCOC(=O)c1ccc(-c2c(C(=O)OCC)oc3cc(O)c(CC)cc3c2=O)o1	4%	1.1%
8	COc1ccccc1Nc1nc(N)nc(CSc2nnc(C)s2)n1	-14%	8.8%
9	COc1cc2ccccc2cc1-c1nnc(COc2ccccc2)o1	-8%	-1.0%
10	CCc1ccccc1NC(=O)c1cc2n(n1)C(C(F)(F)F)CC(c1ccccc1)N2 (stereo not given)	0%	-4.2%
11	Cc1cccc(C)c1OCC(=O)Nc1ccc(C(=O)Nc2ccccc2C(=O)O)cc1	-5%	-1.8%
12	CCC1CCCCN1CCNS(=O)(=O)c1ccc2c(c1)oc(=O)n2C (stereo not given)	2%	-2.3%
13	CCOC(=O)C(C)Sc1ccc2nnc(-c3ccc(F)cc3)n2n1 (stereo not given)	9%	5.1%
14	CCc1nnc(NC(=O)c2ccc(NS(=O)(=O)c3ccccc3)cc2)s1	-17%	x
15	Cc1nc(SCc2ccccc2)nc2ccccc12	4%	-5.0%
16	N=c1c2c(n(Cc3ccc(Cl)c(Cl)c3)c3c1CCC3)CCCC2	5%	1.3%
17	CCC(=O)Nc1cccc(NC(=O)CSc2nnc(-c3ccc(NS(C)(=O)=O)cc3)n2CC)c1	x	-2.8%
18	O=S1(=O)CCN2C(=N1)Sc1c2ccc2c1CCCC2	4%	-0.1%
19	CCCCC(CC)CNC(=O)c1[nH]c(C)c(C(C)=O)c1C (stereo not given)	-6%	-0.8%
20	CC1(C)OC(=O)C(=CNCC(O)c2ccccc2)C(=O)O1 (stereo not given)	2%	-2.7%
21	O=C(Nc1c(C(=O)Nc2cccc(F)c2)oc2ccccc12)c1ccc2c(c1)OCO2	-5%	-0.5%
22	COc1ccc(Oc2coc3c(CN(C)C)c(O)ccc3c2=O)cc1	0%	4.9%
23	Cc1csc(NC(=O)Cc2c[nH]c3ccccc23)n1	x	1.1%
24	CC1CCc2c(sc3nc(C4CC4)nc(N4CCN(C(=O)c5ccco5)CC4)c23)C1 (stereo not given)	x	2.9%
25	O=C(Cn1c(=O)n(Cc2ccccc2)c(=O)c2ccccc21)NCc1ccco1	x	-2.2%

Single records, as listed above. Order of values: MKP-3 inhibition	Hsp70 inhibitors
Record of O=C(Cn1c(=O)n(Cc2ccccc2)c(=O)c2ccccc21)NCc1ccco1 → x	-2.2%
Record of Cc1nc(SCc2ccccc2)nc2ccccc12 → 4%	-5.0%
Record of CCc1nnc(NC(=O)c2ccc(NS(=O)(=O)c3ccccc3)cc2)s1 → -17%	x
Record of CCCCC(CC)CNC(=O)c1[nH]c(C)c(C(C)=O)c1C (stereo not given) → -6%	-0.8%

The list goes on:
No.	Molecule	MKP-3 inhibition	Hsp70 inhibitors
26	O=c1c2c([nH]n1-c1ccccc1)CCC2	0%	4.3%
27	CC1=C(C(=O)OCc2ccccc2)C(c2cccc(Cl)c2Cl)C2=C(CCCC2=O)N1 (stereo not given)	1%	-5.0%
28	CCc1ccccc1NC(=O)c1ccc(I)cc1	1%	-1.6%
29	Cc1ccc2c(c1)C(C)CC(C)(C)N2C(=O)Nc1ccccc1 (stereo not given)	1%	-0.3%
30	COc1cccc(N2CCN(c3c4c(nc5ncnn35)CCC4)CC2)c1	-4%	2.1%
31	Cc1oc(C)c(C(N)=O)c1C(N)=O	-1%	-10%
32	CCc1nnc(NCn2nc(C)cc2C)s1	-1%	x
33	O=C(CN1C(=O)COc2ccc(Cl)cc21)Nc1ccc2c(c1)OCCO2	3%	-3.2%
34	CCCCOc1ccccc1NC(=O)CC1Nc2ccccc2NC1=O (stereo not given)	-12%	49%
35	Cc1nn(Cc2ccccc2Cl)c(C)c1C(=O)NCc1ccco1	-5%	2.8%
36	COc1ccccc1CN(CC(=O)NCc1ccc2c(c1)OCO2)C(=O)c1ccc2c(c1)OCCO2	x	-22%
37	CCOC(=O)N1CCN(C(=O)Cn2ncn3nc(-c4cccs4)cc3c2=O)CC1	-12%	-4.8%
38	O=C(c1ccc(Cl)cc1)N1CCN=C1c1ccccc1	1%	1.0%
39	CCN(CC)CCNC(=O)c1c(C)oc2cc(Br)c(OC)cc12	-5%	3.8%
40	Cc1ccccc1NCC(=O)N/N=C\c1ccc(Cl)c([N+](=O)[O-])c1	0%	-4.8%
41	Cc1ccc(N(CC(=O)NCc2cccnc2)S(=O)(=O)c2ccc(F)cc2)cc1	1%	-0.7%
42	C=CCN1C(=O)/C(=C2\SC(N3CCOCC3)=NC2=O)c2cc(Br)ccc21	-2%	5.1%
43	CC(C)(C)Cc1nnc(NS(=O)(=O)c2ccc(F)cc2)s1	-2%	4.7%
44	Cc1cc(C)n2nc(-c3cccnc3)nc2n1	4%	1.6%
45	Cc1ccc(CNC(=O)CSc2nc(N3CCCCC3)nc(N3CCCCC3)n2)cc1	2%	2.0%
46	COc1ccc(Nc2nc(CC(C)=O)ns2)cc1	x	7.9%
47	O=C(CCCn1c(=O)[nH]c2ccsc2c1=O)N1CCCCC1	3%	-1.0%
48	CC(=O)N(C)c1ccc(NC(=O)c2ccc([N+](=O)[O-])cc2)cc1	3%	0.4%
49	COc1cccc(OCCCCS)c1	0%	2.7%
50	CCN(CC)c1ccc(/C=N/Nc2nn[nH]n2)c(O)c1	0%	2.4%
51	CCOC(=O)c1ccc(N2NC(=O)/C(=C/C=C/c3cccc([N+](=O)[O-])c3)C2=O)cc1	8%	7.7%
52	O=C(CSc1nc(-c2ccccc2)cc(=O)[nH]1)N1CCc2ccccc21	4%	-8.6%
53	Cc1ccc2oc(-c3ccc(NC(=O)c4ccc(Br)o4)c(C)c3)nc2c1	0%	4.6%
54	O=C(CCc1ccccc1)N1CCN(CCO)CC1	0%	3.1%
55	COc1ccc2c(c1)CCc1sc(NC(=O)c3ccc(C)cc3)nc1-2	x	-3.2%
56	N#C/C(=C/c1ccc(I)o1)c1ccc(F)cc1	1%	-3.0%
57	O=C(NS(=O)(=O)c1ccc(NC(=O)C2CCCO2)cc1)c1ccccc1 (stereo not given)	4%	2.0%
58	CCOc1ccc(C(C)=O)cc1N1C(=O)C2C3C=CC(O3)C2C1=O (stereo not given)	2%	x
59	CC(=O)Nc1ccccc1NC(=O)c1ccc(F)cc1	-3%	0.7%
60	COc1cc2c3c(c1)-c1c(sn(-c4cc(OC)ccc4OC)c1=S)C(C)(C)N3C(=O)C2=O	x	-1.4%
61	O=C(O)c1ccc(NC(=O)C2CC=CCC2C(=O)O)cc1 (stereo not given)	1%	0.7%
62	C=C(C)Cn1c(N2CCCC2)nc2c1c(=O)[nH]c(=O)n2C	-2%	1.8%
63	CC(=O)Nc1cc(C(=O)N2CCCC2)ccc1S(=O)(=O)c1ccc(C)cc1	-10%	-2.8%
64	CC1CCCCC1NC(=O)c1ccc(S(=O)(=O)NCc2ccco2)cc1 (stereo not given)	7%	10%
65	O=C(Cc1ccccc1)Nc1nnc(COc2ccccc2)s1	1%	1.2%
66	Cc1cccc(OCC(=O)N(Cc2cccs2)C2CCS(=O)(=O)C2)c1 (stereo not given)	-8%	-0.3%
67	Cc1cc(C)c(NC(=O)COc2ccccc2[N+](=O)[O-])c(C)c1	0%	3.2%
68	CC(=O)c1cccc(NC(=O)N2CCCC2C(=O)Nc2cccc(C)c2C)c1 (stereo not given)	-4%	2.9%
69	O=C(Cc1cccs1)N(Cc1cccs1)C1(C(=O)NC2CCCC2)CCCCC1	x	4.4%
70	COCCCN1C(=O)C(O)=C(C(=O)c2ccco2)C1c1cccc(Br)c1 (stereo not given)	-2%	-1.7%
71	O=C(Nc1ccccc1)NC1CCS(=O)(=O)C1 (stereo not given)	x	3.6%
72	O=C1c2ccccc2C(=O)N1Cc1nn2c(-c3ccc(Cl)cc3)nnc2s1	-8%	3.0%
73	NC(=O)CN(c1cccc([N+](=O)[O-])c1)S(=O)(=O)c1ccccc1	-2%	1.1%
74	CC(=O)CSc1nc2ccccc2s1	x	-2.5%
75	S=C(Nc1ccccc1)Nc1ccc(Cc2ccc(NC(=S)Nc3ccccc3)cc2)cc1	2%	-0.8%

The results go on.
No.	Molecule	MKP-3 inhibition	Hsp70 inhibitors
76	CCn1c(C(=O)N2CCc3ccccc3C2)cc2oc3ccccc3c21	x	-5.3%
77	CS(=O)(=O)NC1c2cccc3cccc(c23)C1N1CCOCC1 (stereo not given)	-11%	22%
78	CCCn1c(NC(=O)c2ccc(Br)cc2)nc2ccccc21	x	4.3%
79	COc1cccc(-n2c(O)c(C3=c4cc(Br)ccc4=NC3=O)sc2=S)c1	3%	2.4%
80	CNC(=O)C1CC(=O)N(c2ccc(F)c(Cl)c2)C1 (stereo not given)	-3%	-5.7%
81	O=C(Nn1cc(C(=O)N2CCN(c3ccccc3F)CC2)c2ccccc2c1=O)c1cnccn1	-7%	1.9%
82	CCCN(c1ccc(C(C)C)cc1)S(=O)(=O)c1c(C)[nH]c(=O)[nH]c1=O	-6%	5.0%
83	Cn1c(NC(=O)c2ccccc2F)cc(=O)n(C)c1=O	-1%	1.8%
84	CCOC(=O)C(Cc1ccccc1)C(=O)Nc1nccs1 (stereo not given)	-9%	-0.8%
85	Cc1nc(C)n(CC(O)COc2ccc3ccccc3c2)n1 (stereo not given)	4%	2.4%
86	O=S(=O)(Nc1ccc2c(c1)OCCO2)c1ccc2ccccc2c1	3%	-0.8%
87	CC(C)CCNC(=O)C(c1ccco1)N(C(=O)Cn1nnc2ccccc21)c1ccc2c(c1)OCO2 (stereo not given)	6%	-2.7%
88	O=C(Nc1cc(C(F)(F)F)ccc1N1CCCC1)c1cccnc1	1%	-7.3%
89	CCCOC(=O)c1ccc(Oc2cn[nH]c2-c2ccc(OC)cc2O)cc1	-10%	6.2%
90	CCCCCSc1nnc2c(n1)OC(C)N(C(C)=O)c1ccccc1-2 (stereo not given)	-2%	2.3%
91	OCCNc1cc(-c2ccccc2)nc(-c2ccc(Br)cc2)n1	2%	-4.7%
92	N#C/C(=C1\CCCN1)c1ccc2ccccc2n1	0%	-1.9%
93	CCOc1ccc(S(=O)(=O)n2nnc3ccccc32)cc1C(C)C	4%	0.9%
94	COc1cc(C2Sc3ccccc3NC3=C2C(=O)OC3)cc(OC)c1OC (stereo not given)	x	-1.6%
95	O=C(NCc1ccco1)c1ccccc1-c1ccccc1	x	3.2%
96	CC(C)c1ccc(-c2nc(N3CCCCC3)[nH]c(=O)c2C#N)cc1	-4%	-0.3%
97	Cc1ccc(OCC(=O)N2CCC(N3CCCCCC3)CC2)cc1	-11%	0.2%
98	Cc1cnc(NC(=O)c2ccco2)s1	-4%	1.9%
99	CCOC(=O)C1CCN(C(=O)C2c3ccccc3Oc3ccccc32)CC1	3%	-4.6%
100	COc1ccccc1/C=C1\SC(=S)N(Cc2ccco2)C1=O	1%	3.2%

Filtered by structure, the entries above containing a CF3 group (two)
No.	Molecule	MKP-3 inhibition	Hsp70 inhibitors
10	CCc1ccccc1NC(=O)c1cc2n(n1)C(C(F)(F)F)CC(c1ccccc1)N2 (stereo not given)	0%	-4.2%
88	O=C(Nc1cc(C(F)(F)F)ccc1N1CCCC1)c1cccnc1	1%	-7.3%

The listing continues:
No.	Molecule	MKP-3 inhibition	Hsp70 inhibitors
101	Cc1ccc(-c2csc(NC(=O)c3sc4ccccc4c3Cl)n2)c(C)c1	0%	0.5%
102	CCCn1c2ccccc2c2nnc(SCC(=O)Nc3cc(C)on3)nc21	x	4.8%
103	CC(OC(=O)c1cc2sccc2n1C)C(=O)NCc1ccc2c(c1)OCO2 (stereo not given)	-12%	0.7%
104	O=S(=O)(NCc1ccccc1)c1ccc2ccccc2c1	0%	-1.2%
105	CN(Cc1ccccc1)Cc1c(O)ccc2c(-c3ccccc3)cc(=O)oc12	2%	-2.2%
106	O=C(Nc1cccc(O)c1)c1ccc(NC(=O)C(c2ccccc2)c2ccccc2)cc1	2%	5.8%
107	Cc1ccc(S(=O)(=O)Cn2nnnc2CN(Cc2ccco2)Cc2cccs2)cc1	-4%	-1.3%
108	COC(=O)C1=C(C)NC(=O)/C1=C\c1ccc(Cl)cc1Cl	0%	0.6%
109	Cc1ccc2oc(-c3cc(NC(=O)COc4ccc(Cl)cc4C)ccc3O)nc2c1	3%	1.7%
110	CCCN(CCC)c1nc2ccccc2nc1C(C#N)C(=O)OC(C)COC (stereo not given)	-4%	-7.2%
111	O=C(CCc1nc2cccnc2n1Cc1ccccc1)N1CCOCC1	x	-0.6%
112	CC1=C(C(=O)OC2CCCCC2)C(c2ccncc2)C2=C(CCCC2=O)N1 (stereo not given)	2%	-6.5%
113	Cc1cc(NC(=O)CSc2cn(CCNC(=O)c3ccccc3)c3ccccc23)no1	-5%	-1.8%
114	CN(C)C(=O)CSc1nnc(C23CC4CC(CC(C4)C2)C3)o1	-12%	2.9%
115	O=C(O)c1ccc2c(c1)C(=O)N(c1ccc(-c3nc4ccccc4s3)cc1)C2=O	2%	-1.6%
116	O=S1(=O)C=CC(Nc2cccc(C(F)(F)F)c2)C1 (stereo not given)	0%	-0.4%
117	C=CCOn1c(=O)c(=O)n(OCc2ccccc2)c2ccccc21	-12%	-0.2%
118	Cc1ccc(-n2ncc(C(=O)NCc3ccc4c(c3)OCO4)c2NC(=O)c2ccco2)cc1C	-8%	6.5%
